hcGAS lum: inhibitors of human cGAS. Q8N884. inhibition, % at 12.5 µM. recombinant h-cGAS, ATP depletion, Kinase-Glo luminescence. AID 1259398. 0.081% of 290,000 active;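 also: 0% = vehicle reaction and 100% = reaction without DNA for no activity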
Target sequence (Q8N884 whole entry, looked up): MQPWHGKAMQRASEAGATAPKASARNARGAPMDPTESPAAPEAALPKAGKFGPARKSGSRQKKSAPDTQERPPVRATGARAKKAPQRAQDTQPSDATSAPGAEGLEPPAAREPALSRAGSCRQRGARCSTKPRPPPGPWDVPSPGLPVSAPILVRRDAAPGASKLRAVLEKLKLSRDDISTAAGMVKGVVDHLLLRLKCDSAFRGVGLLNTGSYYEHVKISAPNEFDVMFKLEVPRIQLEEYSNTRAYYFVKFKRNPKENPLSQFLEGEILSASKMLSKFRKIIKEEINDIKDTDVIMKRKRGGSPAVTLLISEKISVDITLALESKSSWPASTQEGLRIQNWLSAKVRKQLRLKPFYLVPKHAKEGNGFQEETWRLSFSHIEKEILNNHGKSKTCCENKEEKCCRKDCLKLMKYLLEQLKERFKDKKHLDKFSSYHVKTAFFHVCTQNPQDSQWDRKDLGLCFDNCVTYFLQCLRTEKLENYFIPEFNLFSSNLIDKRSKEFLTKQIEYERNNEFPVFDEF
mcGAS inh: inhibitors of mouse cGAS. inhibition, % at 12.5 µM. recombinant cGAS, Kinase-Glo ATP depletion luminescence. 0.15% of 160,000 active. Q8C6L5;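 also: 0% = negative control wells and 100% = reference inhibitor with no enzyme activity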
NPYLR7 ag: activates Aedes aegypti NPYLR7 receptor. HEK293T NPYLR7/Galpha15, GCaMP6s calcium fluorescence. activation, % at 10 µM. 0.15% of 270,000 active. AID 1259423; in the data active = activation above about 40%;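 also: 0% = vehicle and 100% = reference agonist at the receptor; some compounds past the cut are filed as inactive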
An asterisk follows results filed as active; · = not tested or not shown; & = joins results of further samples. Rule as the data show it, unless noted: active = inhibition above about 40%; inactive = the rest.

Compound	hcGAS lum	mcGAS inh	NPYLR7 ag
CC(=O)Nc1ccc(C(=O)OCCn2nc(C)cc2C)cc1	-1.8	·	-3.2
Cc1cc(S(=O)(=O)NCCCN2CCOCC2)c(Cl)cc1Cl	-6.0	-9.3	-5.8
O=C1c2ccccc2C(=O)c2c1ccc(C(=O)Nc1cccc(Br)c1)c2[N+](=O)[O-]	-2.3	-8.3	-3.8
CCOC(=O)c1[nH]c(C)c(C(=O)N2CCc3c(ncnc3N(C)C)C2)c1C	-5.6	·	3.1
Cc1ccc(NC(=O)Nc2ccc(Nc3ccc(-n4cccn4)nn3)cc2)cc1C	-7.7	-7.7	-8.7
COCCNC(=O)Cn1nc2c(c1NC(=O)c1ccco1)CSC2	-1.5	-4.1	-4.0
CC(Cl)C(=O)Nc1cccc(C2SCC(=O)N2c2ccc(N(C)C)cc2)c1 (stereo not drawn)	-8.0	-6.1	-5.6
NC(=O)c1ccc(-c2ccccc2Cl)o1	-0.2	·	10.4
Cc1noc(C)c1CCCNC(=O)c1ccc(N2CCSCC2)nc1	-7.7	·	2.0
Cc1cc(C)c(C(=O)NCC(C)(C)c2cccs2)c(=O)[nH]1	-8.1	-16.6	10.5
COCCOC1CN(C2CCN(C(=O)c3ccco3)CC2)C12CCCCC2 (stereo not drawn)	-9.6	-4.8	·
O=C(N[C@H]1CCCCNC1=O)c1ccc(N2CCC(NCCc3cccs3)CC2)cc1	-0.8	-4.3	18.2
Cc1cc(NC(=O)CN(C)C(=O)c2nn(-c3ccc(F)cc3)ccc2=O)no1	-13.8	·	-6.0
Cn1cc(C(=O)NCCC23CC4CC(CC(C4)C2)C3)cn1	-11.2	-7.4	8.7
O=C(Nc1ccc2c(c1)CCCN2S(=O)(=O)c1ccccc1)c1ccccc1[N+](=O)[O-]	4.2	·	-4.6
COc1cccc(C(CN2CCN(S(=O)(=O)c3cccs3)CC2)OCc2cccc(Cl)c2)c1 (stereo not drawn)	-3.4	-6.9	·
COc1cccc(C(=O)N2CCN(C(c3ccccc3)c3ccc(Cl)cc3)CC2)c1 (stereo not drawn)	-5.2	-7.4	14.8
O=C(Cc1cccc2ccccc12)NCCn1ncccc1=O	-2.6	-6.0	-8.6
Cc1nc(SCC(N)=O)n(CC(C)C)c1C	0.6	·	-2.4
C=CCc1ccccc1OC1OC(COC(C)=O)C(OC(C)=O)C(OC(C)=O)C1NC(C)=O (stereo not drawn)	1.5	-6.3	6.6

Overlap with the part before: four compounds, then new ones.
Compound	hcGAS lum	mcGAS inh	NPYLR7 ag
COc1cccc(C(=O)N2CCN(C(c3ccccc3)c3ccc(Cl)cc3)CC2)c1 (stereo not drawn)	-5.2	-7.4	14.8
O=C(Cc1cccc2ccccc12)NCCn1ncccc1=O	-2.6	-6.0	-8.6
Cc1nc(SCC(N)=O)n(CC(C)C)c1C	0.6	·	-2.4
C=CCc1ccccc1OC1OC(COC(C)=O)C(OC(C)=O)C(OC(C)=O)C1NC(C)=O (stereo not drawn)	1.5	-6.3	6.6
CCCSc1nnc(NC(=O)COc2ccc(OC)cc2)s1	0.8	3.1	-0.8
CCCOc1ccc(C(=O)Nc2cccc(-c3nc4ccc(C)cc4o3)c2)cc1	-3.2	-5.5	0.7
COCCn1nc(C(=O)Nc2cc(C)c(Cl)cc2OC)ccc1=O	7.7	·	2.3
Cc1ccsc1C(=O)N1CCC1(C)C(=O)NS(=O)(=O)c1ccc(C#N)cc1 (stereo not drawn)	-4.3	·	-1.6
CC1CCN(CC(=O)Nc2cc(C3CC3)nn2-c2ccccc2)CC1	-15.6	·	1.9
CC(C)C(=O)Nc1nn(Cc2ccc(COc3ccc4ccccc4c3)cc2)c2ccccc12	-6.4	-4.1	16.0
COc1cccc(-c2cc3c(n(Cc4ccccn4)c2=O)CCN(C(=O)c2cc4ccccc4o2)C3)c1	-4.1	-5.0	12.0
OCC1(Cn2ccc(-c3ccc(F)cc3)n2)COC1	-4.2&-6.2	·	-1.7&-8.9
Cc1ccc(Nc2nc(NCc3ccc4c(c3)OCO4)nc3[nH]ncc23)cc1	-7.9	·	4.2
Cc1nn(C)c(C)c1-c1cc(C(=O)N2CCCC(O)(CO)C2)n(C)n1 (stereo not drawn)	-1.6	-7.1	-1.6
CCOc1ccccc1C(=O)Nc1cc(C)nn1-c1nc(C)cc(=O)[nH]1	-5.6	-1.7	4.7
CCc1cc(NC(=O)c2ccc(-c3nnc(C)o3)cc2)nc(C)n1	-7.9	-15.5	2.9
CCCc1nc(CN(CC)C(=O)C2(c3ccc(Cl)cc3)CC2)no1	-1.9	·	-1.1
CC1CC(=O)NN1CC(=O)N1c2ccccc2OCC1c1ccccc1 (stereo not drawn)	-8.8	-5.7	11.9
O=C(Nc1ccc(Cl)cc1)c1ccc(OC(CCN2CCOCC2)c2cccs2)cc1 (stereo not drawn)	-2.9	·	-0.5
COc1cc(NC(=O)c2oc3c(c2C)C(=O)CCC3)c(OC)cc1Cl	-5.3	-6.4	2.4
COc1ccc(S(=O)(=O)N(CC(=O)Nc2ccccc2Cl)c2ccc(C)cc2)cc1OC	-3.2	-3.7	2.4
COc1ccc(C)c2sc(N(CCN(C)C)C(=O)c3ccc(Cl)s3)nc12	-2.9	-5.6	-5.1
COC(=O)[C@@H]1C[C@H](NC(=O)c2sc3cccc(F)c3c2Cl)CN1C	-0.1	·	-1.1
CC[C@H]1COCCN1C(=O)Cn1nnnc1N	-9.2	-6.3	·

Later entries:
Compound | hcGAS lum | mcGAS inh | NPYLR7 ag
CC(C)Cc1nc(-c2ccc(CN3CCN(C(=O)c4ccc(C#N)cc4)CC3)cc2)no1 | -5.0 | -6.1 | 0.3
CNC(C)c1cccc(-c2ccc(OC(C)C)cc2)c1 (stereo not drawn) | -8.2 | · | 3.5
O=C(Cn1c2ccccc2c2ncn(Cc3ccccc3)c(=O)c21)NCc1ccc(F)cc1 | -1.0 | -6.2 | -0.6
Clc1ccc2c(NC3CCCCC3)nc(Cc3ccccc3)nc2c1 | 0.3 | -2.4 | ·
CCc1cc(N2CCN(C(C)=O)CC2)nc(SCc2ccc(C(=O)NCCOC)o2)n1 | -2.0 | -4.0 | ·
Cc1nccn1-c1cc(C(C)(C)C)nc2c(-c3ccccc3)cnn12 | -7.1 | -8.2 | -1.5
Cc1ccc(NC(=O)N(CC(=O)N(Cc2ccc(F)cc2)Cc2sccc2C)C(C)C)c(C)c1 | -4.2 | -3.8 | 8.6
CSCc1ccc(C(=O)N2CCOC(CCc3ccccc3)C2)o1 (stereo not drawn) | 0.0 | · | 8.9
COCC1(C(=O)N2CCCN(CC3CC3)C(C(C)C)C2)CCC1 (stereo not drawn) | -4.3 | · | 19.1
Cc1ccc(Cc2nc(CSc3ccc(F)c(F)c3)cs2)cc1 | -7.1 | -6.7 | 2.1
O=C(CN1CC(=O)N2CCC[C@H]2C1=O)N1CCC(CCn2cccn2)CC1 | 4.2 | 0.2 | 1.9
COc1ccc(NC(=O)N(CCN2CCCC2)CC(=O)N(CCc2ccc(OC)c(OC)c2)Cc2sccc2C)cc1 | -2.2 | -5.6 | -3.5
CCn1cc(C(CC(=O)NCc2ccc(F)cc2)c2cccc(Cl)c2)c2ccccc21 (stereo not drawn) | -5.0 | -3.6 | 17.1
C=CCCC(=O)N1CCC(c2nc(-c3ccc4c(c3)OCO4)no2)CC1 | -3.2 | -2.1 | 9.4
COc1ccc(F)c(-c2ncccc2C(=O)N2C[C@H]3CC[C@@H]2C3)c1 | -4.7 | -16.2 | 7.4
COc1ccccc1N1C(=O)CSC1c1ccccc1NC(=O)c1ccccc1Br (stereo not drawn) | -3.0 | -6.8 | ·
O=C(CSCc1cccc2ccccc12)N1CCc2ccccc2C1 | -6.3 | · | -0.7
Cc1ccc(Cn2nnc3c(SCC(=O)OCc4ccccc4)ncnc32)cc1 | -6.0 | -2.1 | 16.5
Cc1ccc(C2(O)CCN(c3ccc(C(=O)N(C)C)cn3)CC2)nc1 | -1.9 | -10.9 | -7.5
COC(=O)c1ccoc1COC(=O)c1cccnc1NC(C)C | -0.5 | · | 1.9
COC1CCC12CCN(S(=O)(=O)c1c(C)noc1C)CC2 (stereo not drawn) | 1.9 | 0.2 | ·
COc1ccc(OC)c(-c2nc3c(OCc4ccccc4)cccn3c2NC(C)(C)C)c1 | -2.7 | -5.4 | 0.9
COc1cccc(-c2cccc(-c3ccc(NC(=O)c4ccc(C(C)(C)C)cc4)cc3)n2)c1 | -5.9 | -6.4 | -5.6
O=C(Cc1cc(F)cc(F)c1)N1CCc2c(sc3[nH]c(=O)n(Cc4ccccc4)c(=O)c23)C1 | -4.1 | -5.8 | 5.0
COc1ccccc1NC(=O)CSc1nc(C(F)(F)F)cc(=O)[nH]1 | 1.9 | 1.0 | 0.6
COc1cc(C=C2C(=O)N(C)C(=O)N(C)C2=O)cc([N+](=O)[O-])c1O | 11.4 | 45.7* | -19.5
Cc1c(Cl)cccc1NC(=O)C(C#N)C(=O)COc1ccc(F)cc1 (stereo not drawn) | -2.7 | -14.7 | 22.3
CN(C)S(=O)(=O)N1CCCC(CNC(=O)c2cccc(C(F)(F)F)c2)C1 (stereo not drawn) | -7.1 | · | 9.7
CCNC(=O)c1cc2c(OCC)cc3c(c2[nH]1)OC(C)C3 (stereo not drawn) | -5.2&0.8 | · | -1.9&-1.1
CC(C)(O)C#Cc1cccc(C(=O)N2CCCCC2c2cccnc2)c1 (stereo not drawn) | -7.8 | · | 4.1
c1ccc(Nc2nc(-c3cccs3)nc3ccccc23)cc1 | 5.3 | 0.3 | -2.5
COc1ccc(Nc2nnc(SCC(N)=O)s2)cc1 | -4.9 | -3.6 | -1.0
CCCN(C1=NC2CS(=O)(=O)CC2S1)c1ccc(OC)cc1 (stereo not drawn) | -6.4 | -4.0 | 10.1
Cc1cnc(CN(C)C(=O)c2cc(CN3CCC(Cc4ccccc4)CC3)on2)[nH]1 | -3.9 | · | 3.6
Cc1nn(CC(C)NCc2ccc3nonc3c2)c(C)c1Cl (stereo not drawn) | -2.1 | 3.2 | ·
Cc1nc2nc(=O)[nH]c(N)c2nc1C | 0.1 | · | 16.3
Cc1cnc(N)c(-c2ccc(O)cc2)c1 | 1.7 | · | 8.0
c1ccc(CSc2n[nH]c3nc4ccccc4n23)cc1 | 1.5 | 2.1 | 3.2
COc1cccc(CN2CCCC(NC(=O)CSc3ccccn3)C2)c1 (stereo not drawn) | -9.5 | · | 3.6
CCC(=O)N(C1CCNCC1)C1CCOCC1 | -9.7 | -5.2 | ·
Cn1cc(CN2CCCC(C(=O)c3cccnc3)C2)c(-c2cccc(Cl)c2)n1 (stereo not drawn) | -6.9 | · | 7.6
O=C(Nc1cnc2n1CCCC2)C1CCCN(Cc2ccco2)C1 (stereo not drawn) | 0.8 | · | 0.8
CCCn1c(=N)n(CC(=O)OC)c2ccccc21 | -1.6 | · | 0.3
CC(C)N1CCC2(CC1)Nc1ccccc1C(=O)N2C1CCCC1 | -14.5 | · | 5.8
COc1cccc(-n2c(=O)n(CC3CC3)c(=O)c3c2ncn3CCOc2ccccc2)c1 | 0.7 | · | 4.9
CCn1c(C2CCN(S(=O)(=O)c3ccc(C)c(C)c3)CC2)n[nH]c1=O | -0.1 | -1.5 | 1.6
Nc1nc(N)nc(-c2cc(Cl)ccc2Cl)n1 | -2.2&-0.2&-0.9 | · | -4.8&-10.6&-16.3
Nc1noc(CCNC(=O)C(c2ccccc2)N2CCSCC2)n1 (stereo not drawn) | -8.8 | · | 1.5
CCCCN(Cc1cccn1Cc1ccc(Br)cc1)C(=O)CN(CCCOCC)S(=O)(=O)c1cccc(C(F)(F)F)c1 | -8.7 | -6.4 | ·
COc1ccc2ccc(Oc3c(C)c4ccccc4[nH]c3=O)cc2c1 | -5.1 | · | 1.2
OCCC1CN(C2CCCCCC2)CCN1Cc1cccs1 (stereo not drawn) | 1.0 | · | -6.4
Cc1ccc(-c2noc(COc3ccc(C(C)C)cc3)n2)cc1 | -4.6 | · | 2.9
N#Cc1c(SCC(N)=O)nc2c(c1-c1ccco1)CCC2=Cc1ccco1 | 13.2 | 1.8 | -4.1
C=CCCC(O)CN(CCN1CCOCC1)Cc1ccsc1 (stereo not drawn) | -6.6 | -5.5 | 18.5
COc1ccc(-c2cn3c(C(=O)Nc4ccon4)csc3n2)cc1 | 2.1 | · | 4.4
CC(C)NC(=O)N(Cc1ccccc1)c1cccc(CC(=O)N(C)Cc2ccco2)c1 | -6.4 | · | 4.1
COc1ccc(-c2nc(C(=O)N3CCCC3)cs2)cc1OC | -2.0 | · | -13.6
CSc1ncc(CNC(=O)c2ccccc2C2CCNC2)n1C (stereo not drawn) | -9.9 | -10.4 | 3.2
CC(C)CCn1c(CN2CCN(C(C)C)CC2)cnc1S(=O)(=O)C(C)C | 0.9 | · | -3.3
C=c1onc(-c2ccccc2Cl)c1=C1N=C(c2cccnc2)NO1 | -3.8 | -4.8 | 0.4

High-throughput results (PubChem BioAssay)
